FLuc modulator = qHTS profiling assay for firefly luciferase inhibitor/activator using purifed enzyme and Km concentrations of substrates (counterscreen for miR-21 project). Luciferin 4-monooxygenase (Photinus pyralis), P08659. purified FLuc, Km substrates, luminescence inhibition. Potency, µM (series often up to 57.5 µM), inactives show at the highest dose activity change, negative = inhibition, hits mostly inhibitors. 6.9% of 360,000 active. AID 588342, 2011;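 also: plate controls were vehicle for no effect and reference inhibitor for full effect; nearly all actives have a fitted effect of over 55% in size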
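Purified P. pyralis luciferase, 10 nM final, with Km-level 10 uM D-luciferin and 10 uM ATP in 50 mM Tris acetate pH 7.5, 10 mM Mg acetate, 0.01% Tween-20, 0.05% BSA; 6-point qHTS titration about 60 µM downward; luminescence read.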
CXXC DNA block = qHTS Fluorescence Polarization Assay for Inhibitors of MLL CXXC domain - DNA interaction. Potency, µM (highest dose often 115 µM), without a hit: top-dose activity change, negative = inhibition, most hits filed as inhibitors. 0.037% of 290,000 active. Histone-lysine N-methyltransferase 2A (Homo sapiens), Q03164. MLL-CXXC / FITC-HOXA9 DNA fluorescence polarization. AID 2662, 2010; active = well fitted inhibition curve with a large enough effect in the polarisation, with a control signal flat, not every such curve was filed as active; inconclusive = small, poorly fitted or top-dose-only effect, or effect the other way, or a change in a side signal; inactive = no such curve, though single readings can be large or run the other way; the % refers to the polarisation
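Fluorescence polarization: 7 uM MLL-CXXC (stock) preincubated 5 min with compounds, then 50 nM fluorescein-HOX-A9 DNA (stock) added; 30 min ambient. Buffer 50 mM Tris-HCl pH 7.5, 50 mM NaCl, 1 mM DTT, 0.05% BSA.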
VP16 counter = VP16 counterscreen qHTS for inhibitors of ROR gamma transcriptional activity | Drosophila S2 Gal4-VP16 UAS-luciferase, luminescence, 20 h | Potency, µM (doses to about 53.6 µM), for inactives: at the highest dose activity, negative = inhibition, most hits filed as inhibitors | 3.5% of 310,000 active | AID 2546, 2010;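 also: Gal4-VP16 expression switched on by copper sulfate through the metallothionein promoter; % is scaled to controls: 0 for no effect and ±100 for the full control effect; nearly all actives have a fitted effect of over 50% in size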
RORgamma inh = qHTS for inhibitors of ROR gamma transcriptional activity | Nuclear receptor ROR-gamma (Mus musculus), P51450 | Drosophila S2 Gal4-RORgamma UAS-luciferase reporter, 20 h | Potency, µM (doses to about 53.6 µM), for inactives: top-dose activity change, negative = inhibition, hits mostly inhibitors | 5.4% of 310,000 active; also: % is scaled to controls: 0 for no effect and ±100 for the full control effect; nearly all actives have a fitted effect of over 60% in size
Target sequence (P51450 whole entry, looked up, the tested form may be a part): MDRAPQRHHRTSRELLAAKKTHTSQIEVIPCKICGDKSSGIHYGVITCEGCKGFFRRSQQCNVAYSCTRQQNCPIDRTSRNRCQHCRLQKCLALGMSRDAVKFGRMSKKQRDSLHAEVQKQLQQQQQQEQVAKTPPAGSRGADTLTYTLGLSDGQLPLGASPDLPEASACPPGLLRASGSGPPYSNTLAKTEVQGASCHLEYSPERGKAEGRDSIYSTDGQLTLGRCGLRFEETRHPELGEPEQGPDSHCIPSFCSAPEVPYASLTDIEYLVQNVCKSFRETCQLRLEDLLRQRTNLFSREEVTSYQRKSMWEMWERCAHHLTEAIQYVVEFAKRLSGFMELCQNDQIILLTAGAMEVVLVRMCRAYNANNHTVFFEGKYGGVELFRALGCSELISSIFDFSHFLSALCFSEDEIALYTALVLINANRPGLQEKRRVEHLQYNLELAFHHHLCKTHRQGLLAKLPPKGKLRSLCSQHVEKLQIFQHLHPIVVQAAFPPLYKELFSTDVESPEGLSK
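Drosophila S2 cells stably expressing Gal4-DBD/mouse RORγ fusion under metallothionein promoter plus UAS-luciferase; compound 1 h, then 700 uM CuSO4 induction for 20 h at ambient temperature; inhibition read as reduced luminescence.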
ELG1 genotox = qHTS screen for small molecules that induce genotoxicity in human embryonic kidney (HEK293T) cells expressing luciferase-tagged ELG1 | HEK293T ELG1-luciferase reporter, luminescence, 16 h | 1.3% of 330,000 active | AID 504466, 2011 | Potency, µM (top dose mostly 46 µM), for the others: top-dose activity change, positive = activation, usual class: activators; also: % of control where 0% means no effect; nearly all actives have a fitted effect of over 60% in size
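DMSO vehicle served as control against compound-treated ELG1-luciferase HEK293T cells; exposure lasted 16 hr at 37 °C and 5% CO2, followed by ONE-Glo luminescence detection after 30 min.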
MBNL1 CUG block = qHTS Assay for Inhibitors of MBNL1-poly(CUG) RNA binding. Muscleblind-like protein 1 (Homo sapiens), Q9NR56. TR-FRET MBNL1-His/biotin-(CUG)12 binding, 665/545 ratio. Potency, µM (doses to about 57.5 µM), for the others: at the highest dose activity change, negative = inhibition, most hits filed as inhibitors. 0.036% of 280,000 active; active = well fitted inhibition curve with a large enough effect in the signal ratio, with a control signal flat, not every such curve was filed as active; inconclusive = small, poorly fitted or top-dose-only effect, or effect the other way, or a change in a side signal; inactive = no such curve, though single readings can be large or run the other way; the % refers to the signal ratio; also: % is scaled to controls: 0 for no effect and ±100 for the full control effect
Target sequence (Q9NR56 whole entry, looked up): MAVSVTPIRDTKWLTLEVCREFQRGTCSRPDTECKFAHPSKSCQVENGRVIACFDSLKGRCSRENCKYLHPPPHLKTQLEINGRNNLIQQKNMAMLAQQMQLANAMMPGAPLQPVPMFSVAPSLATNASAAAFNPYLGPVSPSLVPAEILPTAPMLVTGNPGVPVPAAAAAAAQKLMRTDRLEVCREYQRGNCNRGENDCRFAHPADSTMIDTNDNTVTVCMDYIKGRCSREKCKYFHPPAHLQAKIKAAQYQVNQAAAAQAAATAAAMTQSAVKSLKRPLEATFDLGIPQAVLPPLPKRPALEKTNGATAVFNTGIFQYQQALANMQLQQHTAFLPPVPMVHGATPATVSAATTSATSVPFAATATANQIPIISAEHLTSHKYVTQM
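Inhibition of protein-RNA binding appears as loss of TR-FRET between terbium anti-His antibody on MBNL1-His and streptavidin-XL665 on biotin-(CUG)12. Activity is normalized to buffer-only and uninhibited-complex controls.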
p53 reactivator = qHTS assay for re-activators of p53 using a Luc reporter | H1299 p53-A138V BP100-luciferase reporter, luminescence, 24 h | Potency, µM (top dose mostly 92.2 µM), inactives show top-dose activity change, positive = activation, usual class: activators | 0.063% of 320,000 active | AID 504706, 2011; also: % of control where 0% means no effect; nearly all actives have a fitted effect of over 45% in size
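p53-null H1299 cells stably carrying temperature-sensitive p53-A138V and a BP100-luciferase reporter were pinned with compounds (4-point, 1:5 series) and held 24 hrs at 37 deg C. Luminescence was read 10 min after detection reagent.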
NPC1 promoter act = qHTS Assay for NPC1 Promoter Activators | Huh7 NPC1 promoter luciferase reporter, 24 h | Potency, µM (highest dose often 9.22 µM), without a hit: at the top dose activation, actives largely listed as activators | 2.4% of 320,000 active;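 also: % of control where 0% means no effect; nearly all actives have a fitted effect of over 60% in size; reporter is driven by a mutant NPC1 promoter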
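Luciferase expression driven by the NPC1 promoter was measured in stably transfected Huh7 cells after a 24 h compound incubation, using a luciferase reagent and a luminescence read.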
uPA generation = qHTS for Inhibitors of Cell Surface uPA Generation. cell surface uPA generation assay, qHTS. AID 540303, 2011. 0.31% of 330,000 active. Potency, µM (highest dose often 38.3 µM), without a hit: top-dose activity change, negative = inhibition, actives largely listed as inhibitors; active = well fitted inhibition curve with a large enough effect; inconclusive = small, poorly fitted or top-dose-only effect; inactive = no such curve, though single readings can be large or run the other way; tested in mouse RAW 264.7 cells; also: % is scaled to controls: 0 for no effect and ±100 for the full control effect; nearly all actives have a fitted effect of over 55% in size
Rab9 prom act = qHTS Assay for Rab9 Promoter Activators | Huh7 Rab9 promoter-luciferase reporter, luminescence, 24 h | Potency, µM (top dose mostly 9.22 µM), without a hit: at the top dose activation, negative = inhibition, most hits filed as activators | 2.8% of 320,000 active | AID 485297, 2010; also: % of control where 0% means no effect; nearly all actives have a fitted effect of over 60% in size
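Luminescence from Amplite-detected luciferase (10 minutes, ambient) reports Rab9 promoter activation. Before that, stable Rab9-luciferase Huh7 cells (1500/well, reduced-serum OP-MEM I plus 10% FBS) were exposed to compound for 24 hours at 37C.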
BRCA1 expr act = qHTS Assay to Identify Small Molecule Activators of BRCA1 Expression; Potency, µM (doses to about 46.1 µM), without a hit: at the highest dose activation, most hits filed as activators; AID 624202, 2012; 1.1% of 380,000 active; MCF7-BRCA1-FFLuc reporter, luminescence, 48 h; response scale: scaled: vehicle 0%, 10 µM genistein 100%; also: nearly all actives have a fitted effect of over 80% in size; some results filed as inactive show a strong effect at the top dose
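MCF7-BRCA1-FFLuc cells, 2000/well in phenol-red-free MEM, attached 2 h then treated 48 h at 37 C. Luciferase luminescence read 15 min after reagent; normalized to genistein maximum activation (10microM) and DMSO, concentration-response fitted.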
Numbers without * were called inactive; ? = inconclusive; / = not tested or not shown; [ ] = another dose, or the depositor's remark. Unless noted, calls follow the shape of the dose curve; as a rule, active = well fitted curve in the direction sought with a large enough effect; inconclusive = small, poorly fitted or top-dose-only effect, or another doubt; inactive = no such curve, though single readings can be large; an effect the other way counts as inactive or inconclusive. Potency is read from the fitted curve at half-maximal effect. A portion of the library. The share of hits here may be higher or lower than overall.

SMILES	FLuc modulator	CXXC DNA block	VP16 counter	RORgamma inh	ELG1 genotox	MBNL1 CUG block	p53 reactivator	NPC1 promoter act	uPA generation	Rab9 prom act	BRCA1 expr act
CC(=O)N1CCN(c2ccc(NCc3cccs3)cc2)CC1	-11.0%	0.0%	27.4%	20.3%	7.1%	10.7%	10.6%	7.3%	-8.1%	9.5%	19.6%
CC(=O)N1c2ccc(S(=O)(=O)N3CCC(C(=O)NCCc4ccc(Cl)cc4)CC3)cc2CC1C (stereo not drawn)	2.0%	-14.0%	?	?	-9.9%	-4.1%	-1.1%	-7.8%	-14.1%	-13.2%	-19.0%
COCCn1c(C)cc(C(=O)CN2C(=O)NC3(CCCCCC3)C2=O)c1C	10.7µM*	/	/	/	?	/	?	2.51µM*	1.6%	2µM*	5.62µM*
C=CCn1c(-c2cc(OC)c(OC)c(OC)c2)n[nH]c1=S	1.1%	2.7%	?	?	5.5%	7.2%	-3.1%	-1.3%	/	-2.9%	-1.4%
Cn1c(COc2ccc([N+](=O)[O-])cc2)nnc1SCC(=O)NCC1CCCO1 (stereo not drawn)	-0.6%	3.5%	4.4%	?	-0.2%	?	-0.4%	-1.0%	-3.9%	1.0%	-3.4%
Cc1cc(S(=O)(=O)N2CCN(CC(=O)NCCc3cccs3)CC2)ccc1Br	0.1%	/	/	/	-3.1%	/	-7.7%	-5.9%	-1.1%	0.7%	-0.5%
CCOC(=O)N1CCN(C(=O)c2ccc3c(=O)n(Cc4ccccc4OC)c(=S)[nH]c3c2)CC1	2.0%	0.4%	-11.4%	?	-2.9%	5.9%	-8.7%	-5.3%	/	3.5%	-7.7%
CCN(CC)C(=O)c1c(-c2ccccc2)oc2ccc(OC)cc12	-1.6%	14.4%	-0.3%	-11.3%	0.3%	17.2%	-8.8%	0.2%	0.7%	-11.1%	-34.2%
CC1CN(C(=O)CCNC(=O)c2ccc(Br)cc2)CC(C)O1 (stereo not drawn)	0.8%	/	/	/	1.1%	/	2.0%	-5.8%	-1.9%	-4.6%	-2.4%
NS(=O)(=O)c1cc(C(=O)Nc2ccc3c(c2)CCC3)ccc1Cl	16.9µM*	-1.6%	?	-33.5%	10.3µM*	-8.8%	?	3.55µM*	1.3%	3.98µM*	94.0%
CC(C)C[C@H](NC(=O)C1CC(=O)N(c2ccc3c(c2)OCO3)C1)C(=O)NCc1ccco1 (stereo partly drawn)	3.7%	6.1%	7.8%	0.7%	2.3%	0.1%	-3.6%	5.8%	-5.6%	0.0%	-10.7%
CC(C)C[C@H](NC(=O)c1nc[nH]c1C(=O)N[C@@H](CCCCNC(=O)OC(C)(C)C)C(=O)OC(C)(C)C)C(=O)OC(C)(C)C	0.8%	-2.0%	11.2µM*	5.01µM*	-12.9%	-3.3%	3.0%	-9.2%	?	-11.3%	-71.0%
CCOC(=O)c1ccc(CNS(=O)(=O)c2c(C)ccc3nsnc23)o1	5.6%	5.7%	6.2%	17.8%	-4.8%	?	-4.9%	1.1%	2.1%	-1.9%	-19.7%
O=C(NNC(=O)C12CC3CC(CC(O)(C3)C1)C2)c1csc(N2CCOCC2)n1	0.2%	17.7%	6.8%	-6.4%	-2.6%	-2.5%	9.7%	1.0%	17.1%	1.9%	-5.6%
CCC1CCCCN1C(=O)COc1c(Br)cc(Br)c2cccnc12 (stereo not drawn)	1.5%	0.1%	?	12.6µM*	-7.1%	43.4%[activator]	-2.8%	-2.1%	-3.2%	2.9%	-38.3%
O=C(OCC(=O)N1CCN(c2ccccc2)CC1)c1cccc(Cl)c1	-0.3%	-1.8%	-15.6%	-18.4%	-0.7%	-15.7%	-1.3%	0.7%	1.1%	7.6%	-0.3%
CCCS(=O)(=O)N1CCCC(C(=O)N2CCN(c3ccccn3)CC2)C1 (stereo not drawn)	-2.8%	?	-2.1%	-16.5%	0.2%	3.5%	4.8%	-0.9%	-1.5%	3.3%	4.3%
CC(=O)Nc1cc(C(=O)N2CCc3ccccc3C2)ccc1Sc1ccc(F)cc1	3.2%	-0.7%	-1.1%	19.6%	-3.6%	-8.2%	7.5%	1.0%	-5.5%	1.0%	-21.1%
COc1ccc(COC(=O)c2c(C)nn(-c3ccccc3)c2Cl)cc1	?	?	-3.9%	14.0%	8.8%	-6.3%	24.6%	15.4%	-1.3%	24.0%	89.2%
CN(C(=O)c1ccc2c(c1)CCN2S(C)(=O)=O)c1ccccc1	-2.0%	10.1%	-0.4%[10 µM]	10.6%	-5.2%	-0.5%	11.9%	-4.9%	-3.1%	-4.3%	-11.9%
COc1cccc(NC(=O)C2Cc3ccccc3CN2C(=O)c2ccco2)c1 (stereo not drawn)	?	13.7%	0.0%	?	0.0%	4.7%	?	6.5%	-3.3%	-4.1%	2.5%
CC1CCc2nc(NC(=O)c3ccc(N4C(=O)CCC4=O)cc3)sc2C1 (stereo not drawn)	9.53µM*	8.6%	3.7%	-8.5%	-9.6%	-3.0%	5.6%	3.8%	?	13.7%	2.3%
COC(=O)c1ccc(-n2c(C)cc(C(=O)CSc3ccc(NC(C)=O)cc3)c2C)cc1	-12.3%	3.9%	7.1%	?	-8.4%	-15.0%	3.4%	-0.4%	6.6%	-1.9%	-75.6%
c1cnc2c(Oc3ncnc4sccc34)cccc2c1	3.3%	-3.9%	?	-0.4%	4.7%	-10.1%	3.1%	-4.9%	4.5%	1.3%	-4.6%
O=C(Nc1ccc2c(c1)OCO2)C1CCN(S(=O)(=O)Cc2ccccc2)CC1	3.4%	-6.7%	-11.3%	5.4%	-0.3%	8.8%	-1.5%	2.2%	4.8%	-3.7%	17.7%
(continued)
SMILES	FLuc modulator	CXXC DNA block	VP16 counter	RORgamma inh	ELG1 genotox	MBNL1 CUG block	p53 reactivator	NPC1 promoter act	uPA generation	Rab9 prom act	BRCA1 expr act
CC(C)(C)C(=O)NCC12C=CC(O1)C1C(=O)N(c3ccccc3)C(=O)C12 (stereo not drawn)	1.6%	-5.5%	?	?	-0.6%	-4.0%	-27.1%	-4.4%	-8.9%	-0.2%	1.7%
COc1cc(S(=O)(=O)NCc2ccc3c(c2)OCO3)ccc1F	2.6%	3.4%	0.6%	-21.6%	-2.0%	-1.9%	-6.0%	2.4%	8.5%	8.3%	-3.7%
NC(=O)c1cc([N+](=O)[O-])ccc1NCCc1ccccc1	-2.8%	-0.9%	-2.5%	33.0%	6.9%	?	/	7.8%	-8.1%	3.8%	31.1%
Cc1cc(NC(=O)CCC2CCCCC2)no1	?	-7.7%	-2.2%	-26.3%	12.3%	-5.1%	?	18.8%	0.5%	16.1%	0.0%
Cc1ccsc1/C=N/n1c(COc2ccccc2)n[nH]c1=S	3.7%	3.7%	6.31µM*	6.31µM*	-1.8%	8.3%	14.8%	0.7%	-1.4%	-2.3%	-2.0%
C/C(=C\C(=O)c1cccnc1)Nc1ccc(C)c(C)c1	6.75µM*	4.4%	2.4%	13.5%	?	13.9%	?	?	-15.3%	?	12.6µM*
CCC(=O)c1ccc(N2CCN(C(=O)COc3ccccc3F)CC2)c(F)c1	-3.4%	0.0%	?	-9.3%	-5.6%	0.4%	-2.5%	-5.4%	-1.8%	-2.4%	-18.5%
CC1(C)NC(=O)N(CCOc2ccc([N+](=O)[O-])cc2)C1=O	-1.0%	24.2%	-12.6%	14.6%	2.5%	?	-0.2%	1.3%	8.1%	-2.3%	4.1%
Cc1ccc(CNCC2CCCO2)s1 (stereo not drawn)	0.6%	8.7%	-11.8%	6.7%	0.3%	-3.5%	-2.2%	5.4%	-0.7%	13.5%	3.2%
CC(=O)c1c(C)[nH]c(C(=O)Nc2nc(-c3ccc(Cl)cc3)cs2)c1C	-6.6%	5.1%	?	?	-13.2%	-20.2%	-8.7%	-2.4%	4.1%	-2.7%	-74.1%
